From PubChem BioAssay
TbMetRS inhib – T. brucei MetRS inhibitors, primary screen, biochemical, luminescence | methionyl-tRNA synthetase (Trypanosoma brucei brucei) | purified T. brucei MetRS, ATP depletion, Kinase-Glo luminescence | inhibition, % at 11.9 µM | 360,000 tested, 0.4% active;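 active = inhibition above a per-plate cutoff of the control wells' mean inhibition plus 3 SD, cut at about 5.5% in these data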;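 also: 0% = DMSO wells median and 100% = median of wells with control inhibitor compound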
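Material – parasite MetRS enzyme · Medium – HEPES-MgCl2-KCl buffer plus DTT, spermine, BSA, pyrophosphatase · Reagent – ATP, methionine and E. coli bulk tRNA substrates · Times – 15 min enzyme-compound preincubation, 2 h reaction, 10 min detection, 25 °C · Measured by – luminescence of leftover ATP · Evaluation – percent inhibition relative to median high and low control wells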
Scp-1 inhibitor – Scp-1 phosphatase inhibitors, primary screen, biochemical, colorimetric, uHTS. Carboxy-terminal domain RNA polymerase II polypeptide A small phosphatase 1 (Homo …. Recombinant Scp1, phosphopeptide, malachite green phosphate absorbance. inhibition, % at 20 µM. 340,000 tested, 0.88% active;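 active = inhibition above about 50% at 20 µM, limit read from the data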;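 also: plate controls were DMSO wells with enzyme for no effect and wells lacking enzyme for full effect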
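Material – SCP-1 phosphatase catalytic domain, residues 76-261 · Buffer or medium – Acidic Tris acetate buffer with magnesium and detergent · Also added – Phospho 17-mer peptide substrate · Compound – single 20 µM dose, 1% DMSO · Times – 45 min room-temperature reaction, 5 min colour, 30 min stabiliser · Technique – Phosphate-binding colour reagent, absorbance read at 630 nm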
LMPTP block – LMPTP phosphatase inhibitors, primary screen, biochemical, fluorescence intensity, uHTS; inhibition, % at 20 µM; Low molecular weight phosphotyrosine protein phosphatase (Homo sapiens), P24666; 360,000 tested, 0.22% active; recombinant LMPTP-A, OMFP fluorogenic substrate; AID 651560, 2012;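 active = compounds that cut the enzyme signal by at least half of the control window in the single-dose screen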;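 also: plate controls were DMSO wells with enzyme plus substrate for no effect and substrate without enzyme for full effect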
Target sequence (P24666 whole entry, looked up): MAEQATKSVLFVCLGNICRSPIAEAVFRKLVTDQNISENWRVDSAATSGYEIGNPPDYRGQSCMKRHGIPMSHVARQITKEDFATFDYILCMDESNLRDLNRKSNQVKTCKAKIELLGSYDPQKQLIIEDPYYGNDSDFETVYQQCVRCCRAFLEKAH
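Test system: LMPTP-A phosphatase enzyme. Amount: LMPTP-A at 0.625 nM final in the reaction. Reagent: OMFP substrate, 400 µM final. Times: 50 min at room temperature. Signal: endpoint fluorescence intensity from OMFP dephosphorylation. Read-out basis: % inhibition. Benchmarks: no-enzyme and uninhibited controls.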
CSN deneddyl inh – inhibitors of CSN-mediated cullin deneddylation, primary screen, biochemical, fluorescence polarization, uHTS. COP9 signalosome complex subunit 5 (Homo sapiens), Q92905. Purified CSN, SCF-Nedd8-OG deneddylation. inhibition, % at 12.5 µM. 360,000 tested, 0.38% active. AID 651999, 2013;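 active = pattern-corrected inhibition above about 35%, with an unprinted fluorescence ratio check between 0.5 and 1.5, limit read from the data, passing the limit was not always enough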;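 also: 0% = enzyme with substrate and 100% = substrate without enzyme; some results filed as inactive read as strong as hits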
Target sequence (Q92905 whole entry, looked up, one chain of several): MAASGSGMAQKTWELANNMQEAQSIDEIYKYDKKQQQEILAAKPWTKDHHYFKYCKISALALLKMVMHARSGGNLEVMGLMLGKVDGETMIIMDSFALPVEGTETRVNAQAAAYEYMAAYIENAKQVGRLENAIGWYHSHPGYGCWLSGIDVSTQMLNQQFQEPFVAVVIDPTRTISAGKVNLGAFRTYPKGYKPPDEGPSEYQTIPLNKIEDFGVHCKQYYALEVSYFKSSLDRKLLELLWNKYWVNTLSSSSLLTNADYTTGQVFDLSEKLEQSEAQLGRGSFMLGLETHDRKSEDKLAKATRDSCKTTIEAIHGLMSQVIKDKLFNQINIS
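Test system: Human Csn5 produced in HEK293T cells | Compound: 12.5 µM single point | Times: 90 min, room temperature | Signal: Fluorescence polarization readout | Read-out basis: % inhibition of substrate cleavage by Csn5 | Controls: no-enzyme wells high, enzyme-with-substrate wells low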
DNMT1 block – human DNMT1 methyltransferase inhibitors, primary screen, biochemical, molecular beacon, fluorescence, HinP1I cleavage, uHTS; AID 588458, 2011; DNA (cytosine-5)-methyltransferase 1 (Homo sapiens), P26358; inhibition (reported as % activation of signal), % at 10 µM; 360,000 tested, 0.83% active; in the data active = inhibition above about 50%
SUMO1 PPI mod – modulators of SUMO1 protein-protein interactions, primary screen, biochemical, uHTS; Small ubiquitin-related modifier 1 (Homo sapiens), P63165; SUMO1 binding to a labelled peptide, TR-FRET, 1 h; inhibition, % at 20 µM; 360,000 tested, 0.33% active; in the data active = inhibition above about 37%
Target sequence (P63165 whole entry, looked up): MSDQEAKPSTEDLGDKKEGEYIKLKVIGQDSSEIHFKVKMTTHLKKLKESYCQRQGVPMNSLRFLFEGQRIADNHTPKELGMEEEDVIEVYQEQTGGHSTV
Rpn11 block – Rpn11 (PSMD14) deubiquitinase inhibitors, primary screen, biochemical, fluorescence polarization, uHTS; 26S proteasome non-ATPase regulatory subunit 14 (Homo sapiens), O00487; human 26S proteasome, Ub4-pepOG fluorescence polarization; 20S core pre-blocked with epoxomicin; calls only at 20 µM; 360,000 tested, 0.59% active;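 active = inhibition at 20 µM, scaled to each plate's controls, above about 33%, limit read from the data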
Target sequence (O00487 whole entry, looked up): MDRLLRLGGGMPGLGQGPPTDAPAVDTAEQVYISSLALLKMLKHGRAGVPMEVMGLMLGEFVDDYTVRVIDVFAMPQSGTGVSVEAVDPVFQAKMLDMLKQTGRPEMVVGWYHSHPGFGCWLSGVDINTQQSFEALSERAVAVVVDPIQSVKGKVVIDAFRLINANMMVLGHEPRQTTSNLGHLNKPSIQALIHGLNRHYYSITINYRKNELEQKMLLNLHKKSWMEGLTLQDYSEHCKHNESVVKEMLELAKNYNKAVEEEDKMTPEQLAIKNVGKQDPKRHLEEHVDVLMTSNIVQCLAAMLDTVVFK
MLLE-PAM2 inh – inhibitors of PABP1 MLLE–PAM2 peptide binding, primary screen, biochemical, fluorescence polarization, FITC-PAM2, GST-MLLE | Polyadenylate-binding protein 1 (Homo sapiens), P11940 | inhibition, % at 20 µM | 360,000 tested, 0.36% active | AID 588489, 2011; in the data active = inhibition above about 35%, passing the limit was not always enough;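 also: plate controls were DMSO wells with GST-MLLE for no effect and wells lacking GST-MLLE protein for full effect; some results filed as inactive read as strong as hits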
STEP block – STEP phosphatase inhibitors, primary screen, biochemical, fluorescence intensity, uHTS; Tyrosine-protein phosphatase non-receptor type 5 (Homo sapiens), P54829; recombinant STEP, OMFP fluorogenic substrate; inhibition, % at 20 µM; 360,000 tested, 0.25% active; AID 588621, 2011;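 active = inhibition at 20 µM, scaled per plate between control wells, above about 37%, limit read from the data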;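 also: 0% = DMSO with enzyme and substrate and 100% = substrate only without enzyme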
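Measure: Control-normalized % inhibition with plate pattern correction | Test system: STEP phosphatase, cell-free reaction | Medium: pH 6.0 Bis-Tris with DTT and Tween 20 | Technique: Fluorescence, 480/540 nm | Times: Reaction 20 min, ambient temperature | Doses: Single compound dose of 20 µM, 1% DMSO final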
NadD block – inhibitors of S. aureus NadD, primary screen, biochemical, colorimetric, uHTS. AID 602399, 2012. 360,000 tested, 0.78% active. Nicotinate-nucleotide adenylyltransferase NadD (Staphylococcus aureus N315). purified NadD enzyme, colorimetric absorbance read-out. inhibition, % at 20 µM; in the data active = inhibition above about 26%; also: some compounds past the cut are filed as inactive
An asterisk follows results filed as active; i = inactive; · = not tested or not shown; + = active, no number.

SMILES	TbMetRS inhib	Scp-1 inhibitor	LMPTP block	CSN deneddyl inh	DNMT1 block	SUMO1 PPI mod	Rpn11 block	MLLE-PAM2 inh	STEP block	NadD block
COc1ccc(N(CC(=O)Nc2ccc3c(c2)OCO3)S(C)(=O)=O)c(OC)c1	-1.4	3.5	-0.6	-0.3	-4.0	2.2	i	7.4	-0.8	-0.5
CCS(=O)(=O)c1ccc(O)c(NC(=O)Nc2ccccc2)c1	-0.7	-1.4	-0.4	3.0	1.3	1.2	i	10.1	1.0	-6.6
CC(=O)Nc1ccc(C(=O)OCC(=O)NC2CCCCCC2)cc1	-0.4	·	-2.2	2.8	1.8	0.9	i	3.4	0.5	-0.3
O=C(CCc1nnc2ccc(N3CCC4(CC3)OCCO4)nn12)Nc1ccc(F)cc1	-0.2	-1.7	-1.9	3.3	2.0	-2.8	i	-5.2	-1.2	10.5
O=C(Cn1cnc2c(nnn2Cc2ccc(Cl)cc2)c1=O)OCc1ccccc1	0.3	0.4	-0.1	0.6	8.5	-4.0	i	-9.2	0.4	1.0
CC1(C)C2(C#N)C(N)=NC3(OCCO3)C12C#N (stereo not given)	-1.0	-4.3	-2.0	-5.9	0.2	-1.0	i	3.3	-1.7	-0.3
COC(=O)NC1CSCC1OC(=O)CN1C(=O)c2ccccc2C1=O (stereo not given)	-0.2	-7.3	-0.9	-4.0	-1.3	-4.5	i	-27.0	0.7	1.1
C/C(C/C(C)=C1/SC(=S)NC1=O)=C1\SC(=S)NC1=O	1.6	-8.4	1.5	34.6	47.9	38.5	+	-26.6	9.4	14.3
O=C(O)c1ccc(CSc2ncn[nH]2)cc1	0.3	-8.0	-1.7	-2.4	-0.5	1.4	i	3.7	3.2	1.0
CC(C)OC(=O)c1cn(-c2ccccc2)nc1-c1ccco1	-1.2	-5.9	2.3	6.7	11.0	2.9	i	-10.9	3.1	27.9
O=C(O)C1C2C=CC(O2)C1C(=O)Nc1ccc(S(=O)(=O)N2CCc3ccccc32)cc1 (stereo not given)	-0.3	10.8	-0.1	-2.3	6.1	26.4	i	12.1	2.2	1.9
COC(=O)Cn1c2c(c3cc(C)ccc31)CCCC2	-0.1	-4.8	-0.3	0.8	-7.2	1.7	i	0.8	1.8	1.5
COc1ccccc1/C=N/Nc1nc(C)cc(=O)[nH]1	-0.5	·	-0.5	-3.0	10.6	-10.8	i	-4.8	-1.1	-0.7
CCOc1c(C(N)=O)c(-c2ccccc2)c2c(=O)[nH]c3ccccc3n12	-1.3	8.9	-2.0	-2.6	9.5	9.0	i	-3.0	-0.5	-1.2
CN(c1ccc(C(=O)NC2CCCC2)cc1)S(=O)(=O)c1ccc(Cl)cc1	-0.7	-2.2	-0.3	3.1	2.1	4.2	i	-9.1	-2.1	-8.6
Cc1c(C(=O)O)cccc1-c1ccc(/C=C2\SC(=O)NC2=O)o1	-0.4	12.0	-3.6	4.4	2.7	16.4	i	-6.0	5.9	-4.8
CN(C)c1cc[nH]c(=O)c1C#N	-0.6	-7.6	-1.8	2.5	0.8	-0.7	i	3.5	-0.7	-3.1
CCOC(=O)C1CCN(CC(=O)Nc2cc(S(=O)(=O)N3CCOCC3)ccc2C)CC1	-0.4	10.6	-0.3	1.0	6.2	-1.6	i	-6.2	-1.0	2.6
CC(O)(c1ccc(F)c(F)c1)c1nc(/C=C/c2ccccc2)cs1 (stereo not given)	-0.1	·	3.4	-2.6	-0.3	-2.2	i	1.2	-0.4	-4.3
CCCOc1ccc(-c2nnc(N)s2)cc1	-0.2	-4.8	0.8	-1.8	8.1	-2.3	i	-9.8	1.6	1.3
COc1cccc2c1C(=N)c1c(O)c3c(c(O)c1C2=O)CC(O)(C(C)=O)CC3OC1CC(N)C(O)C(C)O1 (stereo not given)	-0.5	-2.8	8.8	-3.5	39.0	-79.1	i	-59.8	13.2	18.2
Cc1cc([N+](=O)[O-])nn1CCCC(=O)N1CCN(c2ccc(F)cc2)CC1	-0.2	2.8	-1.3	-2.5	6.1	-3.9	i	4.0	0.6	0.2
Cc1ccccc1OCCNCC(C)O (stereo not given)	-1.6	-0.8	-0.9	1.8	7.4	9.6	i	0.2	-3.1	-1.7
Cc1nnc(Nc2ccc(C(=O)NCCO)cc2)c2ccccc12	-0.2	-3.5	-0.1	-4.3	2.4	7.5	i	3.3	3.8	1.4
O=c1c(=NNc2ccccc2Cl)c(=O)c2ccccc12	-0.5	-7.7	0.1	2.6	-3.7	-15.3	i	-8.7	1.4	0.9
COc1ccc(C(C)(NC(C)=O)c2nc(-c3ccncc3)cs2)cc1 (stereo not given)	0.6	·	-2.0	2.0	-1.0	-0.8	i	11.3	-2.5	1.7
COc1ccccc1CN1C(=O)[C@H]2Cc3c([nH]c4ccccc34)C(C)(C)N2C1=O	0.8	-8.1	1.4	-1.2	-6.9	0.2	i	-2.8	0.5	-1.6
COc1cccc(C(=O)OCC(=O)c2c[nH]c3ccccc23)c1O	0.1	-6.1	0.9	-2.7	-8.5	-1.0	i	5.3	-0.4	-12.1
Cc1ccccc1C(=O)NC(CC(C)C)C(=O)N1CCN(c2ccccc2)CC1 (stereo not given)	0.1	-5.2	-0.1	-0.6	0.3	-0.4	i	3.5	1.9	-3.8
CS(=O)(=O)CCC(C(=O)O)N1C(=O)c2ccc(Oc3ccc(Cl)cc3)cc2C1=O (stereo not given)	-0.7	-13.2	-1.6	-2.3	1.2	-10.0	i	0.8	2.5	-3.6

An excerpt from above in order of formula weight, high to low:
SMILES	TbMetRS inhib	Scp-1 inhibitor	LMPTP block	CSN deneddyl inh	DNMT1 block	SUMO1 PPI mod	Rpn11 block	MLLE-PAM2 inh	STEP block	NadD block
CCOC(=O)C1CCN(CC(=O)Nc2cc(S(=O)(=O)N3CCOCC3)ccc2C)CC1	-0.4	10.6	-0.3	1.0	6.2	-1.6	i	-6.2	-1.0	2.6
COc1cccc(C(=O)OCC(=O)c2c[nH]c3ccccc23)c1O	0.1	-6.1	0.9	-2.7	-8.5	-1.0	i	5.3	-0.4	-12.1
CCCOc1ccc(-c2nnc(N)s2)cc1	-0.2	-4.8	0.8	-1.8	8.1	-2.3	i	-9.8	1.6	1.3
Cc1ccccc1OCCNCC(C)O (stereo not given)	-1.6	-0.8	-0.9	1.8	7.4	9.6	i	0.2	-3.1	-1.7

(cont.)
SMILES	TbMetRS inhib	Scp-1 inhibitor	LMPTP block	CSN deneddyl inh	DNMT1 block	SUMO1 PPI mod	Rpn11 block	MLLE-PAM2 inh	STEP block	NadD block
COc1ccc(N2C(=NC(=O)CCC3CCCC3)SC3CS(=O)(=O)CC32)cc1 (stereo not given)	-0.3	-9.1	0.7	2.4	-0.3	1.3	i	-109.8	2.1	10.0
Cc1c(NC(=O)CN2CCN(C(=O)c3ccco3)CC2)c(=O)n(-c2ccccc2)n1C	-0.3	-6.1	0.7	3.0	0.8	0.2	i	-59.7	1.5	1.4
COC(=O)c1ccc(OC(=O)c2cccnc2)cc1	-0.9	10.6	-1.1	-11.1	9.7	3.3	i	9.1	-4.7	0.7
O=C(CC(=O)Nc1ccccc1C(=O)O)NNC(=O)Cc1ccccc1	0.0	-9.0	-2.0	-4.2	-0.8	0.2	i	2.8	-2.5	-1.1
O=[N+]([O-])c1ccc(Nc2nc(NC3CCCCC3)nc(N3CCCC3)n2)cc1	-0.9	1.7	1.7	5.9	-1.1	-3.9	i	1.5	-0.2	38.9*
COC(CNC(=O)c1ccc2c(c1)nc(C)n2-c1cccc(C)c1)OC	-1.1	-12.3	-1.5	-1.6	-1.4	-4.7	i	-5.7	-1.3	-6.4
CCOC(=O)c1c(-c2ccccc2)oc2ccc(OCC(N)=O)cc12	0.0	-9.4	1.0	-3.7	-1.6	-13.2	i	-5.8	-2.1	-2.1
Cc1nc(Sc2ccc(Cl)cc2)c(C#N)c(C)c1[N+](=O)[O-]	-0.2	-8.9	1.6	-1.1	8.5	-7.2	i	6.3	5.0	3.7
Cc1coc2c(C)c3oc(=O)c(CCC(=O)N[C@H](C(=O)O)C(C)C)c(C)c3cc12	-0.1	·	0.9	4.1	0.8	12.9	i	-18.3	1.7	1.2
C=CCNC(=O)/C=C/c1cccs1	0.1	-7.0	-0.9	6.5	1.3	-4.3	i	-13.6	-1.0	-2.7
CCCCC(C(=O)OCC(=O)c1ccc(OC)cc1)N1C(=O)c2ccccc2C1=O (stereo not given)	-0.1	-17.5	4.5	-1.0	-3.0	-6.4	i	-3.6	0.9	-5.5
CS/C(N)=N/N=C/c1c(O)ccc2ccccc12	-0.4	22.3	0.2	-3.4	0.5	-18.1	i	-86.8	-0.4	6.4
Nn1c(SCC(=O)Nc2ccc3c(c2)OCO3)nnc1-c1cccc(Cl)c1	-1.0	-2.2	1.0	0.3	-1.9	3.2	i	-2.8	-0.4	-2.5
Cc1ccc(C)c(SCC(=O)NCc2ccco2)c1	0.2	-2.6	0.2	-1.8	-2.9	-1.5	i	6.8	-3.9	-1.1
Cc1cc(C(=O)Nc2ccc(Br)cc2)cs1	0.7	-13.1	-0.5	6.0	-0.6	3.1	i	1.8	-0.9	4.6
CC(=O)C1(O)C(C)CC2C3CC(F)C4(O)CC(O)CCC4(C)C3CCC21C (stereo not given)	0.4	-10.5	-1.7	-3.5	7.2	3.4	i	-0.2	-1.0	-1.8

Not a hit list. About 3.6% of those tested had a hit in this group.
